Screens (PubChem BioAssay)
bIAP act: intestinal alkaline phosphatase (bovine) activation; purified bovine IAP, CDP-star luminescence, 30 min; active compounds read high; fold of DMSO-control signal, blank-subtracted; 0.17% of 200,000 active; activation factor at 20 µM;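 active means activation factor of 2 or more at 20 µM, a signal rise over negative controls twice the positive control's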
PPARg SRC2 recr: PPARgamma-driven SRC-2 recruitment agonism; P37231; PPARgamma LBD-SRC-2 recruitment, biochemical; activation, % at 8 µM; 0.34% of 200,000 active; AID 1032; in the data active means activation above about 22%;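 further: 0% = vehicle and 100% = reference agonist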
Target sequence (P37231 whole entry, looked up, the tested form may be a part): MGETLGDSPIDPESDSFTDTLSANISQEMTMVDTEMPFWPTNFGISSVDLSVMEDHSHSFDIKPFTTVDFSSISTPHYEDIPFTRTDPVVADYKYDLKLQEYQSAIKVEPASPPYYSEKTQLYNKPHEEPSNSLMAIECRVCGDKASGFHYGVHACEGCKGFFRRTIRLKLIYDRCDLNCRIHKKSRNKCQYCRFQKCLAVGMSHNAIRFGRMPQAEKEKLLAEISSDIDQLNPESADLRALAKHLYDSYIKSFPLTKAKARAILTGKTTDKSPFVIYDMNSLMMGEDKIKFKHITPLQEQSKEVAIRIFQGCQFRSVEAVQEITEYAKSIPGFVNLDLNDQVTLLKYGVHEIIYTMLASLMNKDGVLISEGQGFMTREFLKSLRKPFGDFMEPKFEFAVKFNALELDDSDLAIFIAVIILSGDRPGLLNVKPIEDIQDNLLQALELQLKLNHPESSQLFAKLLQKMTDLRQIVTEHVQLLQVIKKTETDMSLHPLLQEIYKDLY
TR-FRET SRC-2 ct: TR-FRET artefact, counter-screen to PPARgamma/SRC-2 agonist assay | active compounds read high | TR-FRET ratio at 8 µM | 0.4% of 200,000 active | AID 1049; in the data active means TR-FRET ratio above about 2000; further: inactives centre near 1500
bIAP inhibitor: blocks bovine intestinal alkaline phosphatase activity | purified bovine IAP, CDP-star luminescence, 30 min | 190,000 tested, under 10 active | inhibition, % at 20 µM;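 active means over 50% inhibition of intestinal alkaline phosphatase at 20 µM in the single-dose screen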
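test system = bovine IAP enzyme | medium = DEA buffer 100 mM, pH 9.8, with MgCl2 1.0 mM, ZnCl2 0.02 mM | detection = luminescence | dosing = single compound dose of 20 µM, 2% DMSO final | incubation = 30 min reaction at room temperature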
PPARg SRC-1 ag: promotes SRC-1 coactivator recruitment by human PPARgamma; activation, % at 8 µM; AID 631; P37231; 0.41% of 200,000 active; PPARgamma-SRC-1 coactivator recruitment biochemical assay; in the data active means activation above about 19%;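 further: 0% = DMSO and 100% = reference agonist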
PPARg SRC-3 ag: PPARgamma-driven SRC-3 recruitment agonism; biochemical PPARgamma/SRC-3 coactivator recruitment assay; activation, % at 8 µM; 0.26% of 200,000 active; AID 731; in the data active means activation above about 23%;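 further: 0% = DMSO and 100% = reference agonist; some compounds past the cut are filed as inactive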
TNAP act hiacc: increases human TNAP activity under high phosphate acceptor concentration; 200,000 tested, under 10 active; activation factor at 20 µM; P05186; purified TNAP, CDP-star luminescence, 1 M DEA, 30 min; active compounds read high; 0 = EDTA background, 1 = DMSO-only activity;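 active means activation factor at least 2 at 20 µM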
Target sequence (P05186 whole entry, looked up): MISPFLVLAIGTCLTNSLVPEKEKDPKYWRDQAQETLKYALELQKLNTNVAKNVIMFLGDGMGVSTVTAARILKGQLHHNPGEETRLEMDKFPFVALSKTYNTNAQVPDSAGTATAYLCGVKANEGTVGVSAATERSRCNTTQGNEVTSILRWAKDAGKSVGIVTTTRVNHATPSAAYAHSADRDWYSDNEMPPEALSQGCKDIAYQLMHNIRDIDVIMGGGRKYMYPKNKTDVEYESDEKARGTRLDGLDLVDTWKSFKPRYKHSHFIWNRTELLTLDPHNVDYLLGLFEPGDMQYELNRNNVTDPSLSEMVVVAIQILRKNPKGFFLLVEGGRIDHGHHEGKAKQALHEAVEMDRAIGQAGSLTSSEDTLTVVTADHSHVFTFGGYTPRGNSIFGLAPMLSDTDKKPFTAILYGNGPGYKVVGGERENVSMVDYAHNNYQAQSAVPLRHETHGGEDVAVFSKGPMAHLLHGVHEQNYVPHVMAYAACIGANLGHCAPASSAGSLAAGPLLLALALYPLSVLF
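Assay system: human TNAP; Input: enzyme diluted 1/800 final; Reagent: CDP-star luminogenic substrate at 100 µM final; Timing: 30 min, room temperature; Signal: luminescence; Evaluation: TNAP activation factor scaled between EDTA and DMSO control wells.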
HMGR II inh: E. faecalis class II HMG-CoA reductase inhibition; purified E. faecalis HMGR, NADPH absorbance 340 nm kinetic; inhibition, % at 10 µM; 0.41% of 190,000 active; AID 1066;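 active means inhibition above a set limit, the median over all tested compounds plus 3 SD, cut at about 9.5% in these data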;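 further: enzyme runs in reverse so mevalonate oxidation gives rising NADPH absorbance; 0% = complete reaction with DMSO and 100% = background rate lacking mevalonate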
TNAP inh hiacc: blocks human TNAP under high phosphate acceptor concentration; AID 1135; purified TNAP, CDP-star luminescence, 1 M DEA; 0.03% of 200,000 active; P05186; inhibition, % at 20 µM;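 active means over 50% inhibition of tissue-nonspecific alkaline phosphatase at 20 µM in the single-dose screen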;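 further: plate controls were DMSO wells for no effect and EDTA-quenched wells as full inhibition for full effect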
TNAP inh noacc: TNAP (human) inhibition, acceptor-free conditions; P05186; purified TNAP, CDP-star luminescence, 30 min; inhibition, % at 20 µM; 0.26% of 200,000 active; AID 1012;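 active means tissue-nonspecific alkaline phosphatase inhibition above about 50% at 20 µM in the single-dose screen, limit read from the data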;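 further: 0% = DMSO negative control and 100% = EDTA positive control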
* hit, by the source's call; nt = no result given.

SMILES	bIAP act	PPARg SRC2 recr	TR-FRET SRC-2 ct	bIAP inhibitor	PPARg SRC-1 ag	PPARg SRC-3 ag	TNAP act hiacc	HMGR II inh	TNAP inh hiacc	TNAP inh noacc
CC(C)N1C(=O)N(c2ccccc2)C(C)(O)CC1(C)C (centres undefined)	1	3	1703	4	-1	0	0.9	-2	9	-9
Cc1ccc(-c2noc(CCC(=O)NC3CCN(Cc4ccccc4)CC3)n2)cc1	1.1	-4	1514	-6	1	1	1	-2	-3	-4
O=C(O)c1ccc(-n2nnnc2SCc2ccccc2F)cc1	1	-3	1728	2	-5	-5	1	-2	-2	-6
O=C(NCc1ccco1)c1ccc(CN2CCOCC2)cc1	0.9	16	1762	7	8	-1	1.1	-8	-5	-13
CC1=CC(C)(C)NC(=S)N1c1ccc(C)c(C)c1	0.8	2	1690	20	-3	5	1	-1	-2	2
O=C(CCc1nc(-c2ccccc2F)no1)NC1CCCCCC1	0.8	21	1727	15	2	13	1	-5	-3	0
CCCCC1CC(C)(C(=O)CSc2nc3ccccc3s2)OC1=O (centres undefined)	1	9	1554	0	5	2	1	4	-3	-3
Cc1nn(C)c(Cl)c1CN1CCCC(CO)(Cc2cccc(Cl)c2)C1 (centres undefined)	1.1	2	1667	-7	2	3	1	0	-4	-6
CCOC(=O)N1CCN(C(=O)C2c3cc(OC)c(OC)cc3C(=O)N3CCc4ccccc4C23)CC1 (centres undefined)	1.1	2	1634	-13	2	-7	1	0	-1	-5
CCC(=O)N1CCN(CCN=CC2=C(O)CC(C)(C)CC2=O)CC1	1	0	1403	2	1	10	1	-3	-3	-12
Cc1onc(-c2ccccc2Cl)c1C(=O)NCc1nc(-c2ccccc2)no1	1	2	1530	-4	1	-3	1	-1	-3	-6
CCOC(=O)c1sc(N)c(C#N)c1COC(=O)CNC(=O)c1cc(OC)c(OC)c(OC)c1	0.9	10	1578	7	-1	2	1	5	2	-20
Cc1nc2ccccn2c1C(=O)CSc1ccc(Cl)cc1Cl	1	9	1521	4	-8	12	1	1	-4	-14
NS(=O)(=O)c1ccc(CCNC(=O)/C=C/c2ccc([N+](=O)[O-])cc2)cc1	0.7	4	1714	30	5	6	1	-3	1	-4
COc1ccc(/C(C)=C2\SC(=S)N(CCC(=O)O)C2=O)cc1	0.9	3	1442	10	2	6	1	2	-1	-2
Cc1ccc(C)c2[nH]c(=O)c(CN(Cc3ccc4c(c3)OCO4)Cc3nnnn3Cc3ccco3)cc12	1	1	1381	-2	1	-8	1.1	-7	-6	-7
Cn1cc(CN2CCCCC2CO)c(-c2ccc(Oc3ccccc3)cc2)n1 (centres undefined)	1	2	1706	-1	8	3	1.1	3	-9	-14
CCOC(=O)C1CCCN(C(=O)c2cncc(Br)c2)C1 (centres undefined)	0.9	4	1349	11	-8	-14	1.1	-4	-10	-7
Cn1c(NC(=O)/C=C/c2ccc(Cl)c(Cl)c2)cc(=O)n(C)c1=O	0.8	5	1620	16	1	3	1	1	-3	-18
Cc1ccc(NC(=O)c2oc3ccc(S(=O)(=O)N4CCOCC4)cc3c2C)c(C)c1	1	1	1748	-2	10	4	1.1	-2	-7	-5
COCCCNC(=O)CSc1nc2ccccc2c(=O)n1CCC(=O)NCCc1ccc(OC)c(OC)c1	0.7	9	1739	25	2	2	1	1	-2	-10
CCCNC(=O)CN(C)S(=O)(=O)c1ccc(F)cc1	0.8	-6	1770	16	4	2	1.1	-1	-8	5
Cc1cc2nnc(SCc3ccccc3)n2c(N)n1	0.9	9	1517	13	-3	2	1	nt	-4	-7
COc1ccc(NC(=O)c2ccc3snnc3c2)cc1	1	3	1661	4	2	5	1	0	-4	-9
COc1cccc(C(=O)Nc2cccc3c2ccc2cccn23)c1	1	-4	1550	-3	-1	3	1.1	-2	-6	-17
Cc1c(-n2cccc2C=O)cccc1[N+](=O)[O-]	1	-2	1491	-4	0	-2	1	-4	0	-56
CCCCc1ccc(NC(=O)CN2NS(=O)(=O)c3ccccc3C2=O)cc1	0.8	10	1444	20	-2	3	1	1	-5	-8
O=C(CN1CCN(S(=O)(=O)c2ccc(Cl)cc2)CC1)Nc1ccc2c(c1)OCO2	1	4	1782	-5	4	-3	1.1	-3	-6	-12
COc1ccc(N=Cc2oc3ccc4ccccc4c3c2O)cc1	0.9	11	1700	9	7	6	0.9	3	10	5
COc1ccc(/C=N/NC(=O)c2ccncc2)cc1[N+](=O)[O-]	1	-9	1526	2	-8	0	1	-1	-1	-8
CC(C)C(=O)N1CCC(CN=Cc2c(O)n(C3CCCCC3)c(=O)n(C3CCCCC3)c2=O)CC1	1.1	1	1448	-6	3	-12	1.1	-2	-5	-7
COc1ccc(N(C(=O)C(C)C)S(=O)(=O)c2ccc3c(c2)n(C)c(=O)n3C)cc1	1	-3	1463	-1	-7	-1	1	-3	-4	-10
CCc1ccc(-c2nc(CN3CCC(C(=O)N4CCN(c5ccccn5)CC4)CC3)c(C)o2)cc1	1.4	1	1415	-38	5	-9	1	1	-5	-16
CCN1CCN(C(c2cc(OC)c(OC)c(OC)c2)c2nnnn2C(C)C)CC1 (centres undefined)	1	-7	1389	1	11	5	1	-4	-4	-9
COc1ccc(/C=C2/Sc3ccc(C(=O)N4CCc5ccccc5C4)cc3NC2=O)cc1	1	-3	1784	1	5	7	1	1	-3	-9
Cn1c(CN2CCOCC2)nc2cc(NC(=O)COc3ccccc3)ccc21	1	7	1665	3	3	9	1	-1	-3	0
CCn1ncc(CN2CCN(C(=O)Nc3ccccc3C(=O)OC)CC2)c1C	0.9	1	1398	10	-2	-3	1	-14	-4	-10
Cc1cc(C)n(C(=O)c2sc3cc(F)ccc3c2Cl)n1	0.8	-7	1627	18	2	2	1	1	0	-6
CCOc1ccc(S(=O)(=O)NCCCN2CCOCC2)c2ccccc12	1.1	12	1626	-8	6	12	1	-2	1	-4
Cc1ccc(N=C/C(C(=O)C(F)(F)F)=C(\O)c2ccco2)cc1Cl	0.8	-4	1753	22	-4	0	1	0	0	-1
O=C(CN1CCN(C(c2ccccc2)c2ccccc2)CC1)Nc1ccc(N2CCOCC2)cc1	1.1	4	1475	-9	6	6	1.1	-3	-5	-12
CSc1ccc(C(=O)C2CCCN(C(=O)c3ccc(C)nc3)C2)cc1 (centres undefined)	1	2	1628	0	13	1	1.1	1	-8	-10
Cn1c(O)c(N=NC(=O)c2ccco2)c2ccccc21	1	9	1699	-4	14	4	1	-2	1	2
CCOc1ccc(NC(=O)C23CC4CC(C2)CC(c2ccccc2)(C4)C3)cc1	1	10	1587	2	6	12	1.1	2	-11	-24
Cc1ccc(S(=O)(=O)N2CCC(C(=O)NCC3CCCO3)CC2)cc1 (centres undefined)	1	-1	1533	4	7	6	1.1	0	-7	-8
CC(C)(C)c1nc(S(=O)(=O)c2ccc(Cl)cc2)c(N2CCOCC2)o1	1.1	-1	1713	-8	2	0	1	-5	0	0
O=C(CC1C(=O)NCCN1C(=S)Nc1ccccc1)Nc1ccc(F)cc1 (centres undefined)	0.8	0	1729	24	-1	-1	1	-3	-3	-1
CCN1CCN(C(=O)C2CCN(C(=O)c3cc4sccc4n3CC)CC2)CC1	1	2	1403	-1	-8	-1	1	-5	-3	-5
CCN1CCN(CC(O)COCCOc2ccc(Br)cc2)CC1 (centres undefined)	1	-2	1675	-2	-9	1	1	1	-3	-12
Cc1c(C(=O)Oc2ccc(-c3cnc4ccccc4n3)cc2)cccc1[N+](=O)[O-]	1	2	1580	4	12	-4	1	1	2	-7
CCC(C)NC(=O)CSc1nc2ccccc2c(=O)n1-c1c(C)n(C)n(-c2ccccc2)c1=O (centres undefined)	0.8	9	1682	17	5	4	1	-6	-1	-6
O=C(CCCn1c(=S)[nH]c2cc3c(cc2c1=O)OCO3)N1CCN(c2ccccc2)CC1	1	10	1545	3	8	2	1	-10	-4	-10
O=C(Nc1ccc(Cl)cn1)c1ccc(COc2ccccc2Br)o1	0.5	0	1478	nt	1	-1	1.1	-3	-6	-7
O=C(CSc1ccc(-c2ccco2)nn1)NC1CCCCC1	1	-2	1511	4	1	3	0.9	0	8	0
O=C(Nc1ccc(N2CCOCC2)c(C(=O)O)c1)c1ccco1	0.9	-3	1479	13	3	3	1	-1	-4	14
CS(=O)(=O)N(CC(=O)Nc1ccccc1)c1cccc(Cl)c1Cl	0.9	-3	1623	8	-4	-1	1	2	-3	-9
O=C(c1cc([N+](=O)[O-])ccc1Cl)N1CCN(Cc2ccc3c(c2)OCO3)CC1	1.1	-3	1523	-9	-3	-2	1	7	0	-6
COc1ccc2nc(NC3=NCN(CC4CCCO4)CN3)nc(C)c2c1 (centres undefined)	1.1	nt	nt	-6	nt	nt	1.1	nt	-12	-14
C=CCNC(=O)c1ccc(Cn2cc(C(F)(F)F)ccc2=O)cc1	1	-2	1444	-2	5	0	1	-2	-3	-9
COC(=O)C(CC(=O)c1cccc(OC)c1)c1ccc(F)cc1 (centres undefined)	1	5	1518	3	0	2	1.1	8	-7	-17

Looked up above:
TNAP inh hiacc result of `Cc1c(C(=O)Oc2ccc(-c3cnc4ccccc4n3)cc2)cccc1[N+](=O)[O-]` is entered as 2
TNAP inh noacc result of `O=C(Nc1ccc(Cl)cn1)c1ccc(COc2ccccc2Br)o1` is entered as -7
TNAP inh hiacc result of `COc1ccc2nc(NC3=NCN(CC4CCCO4)CN3)nc(C)c2c1` (centres undefined) is entered as -12

(cont.)
SMILES	bIAP act	PPARg SRC2 recr	TR-FRET SRC-2 ct	bIAP inhibitor	PPARg SRC-1 ag	PPARg SRC-3 ag	TNAP act hiacc	HMGR II inh	TNAP inh hiacc	TNAP inh noacc
COc1ccc2c(c1OC)C(=O)N1N=C(c3ccc(Br)cc3)CC21 (centres undefined)	1.7	10	1674	-73	9	5	1	-4	2	-7
CC(C)[C@H](NC(N)=O)C(=O)NCCc1ccc(Cl)cc1Cl	1	-8	1612	-2	2	-4	1	-9	-1	-8
COc1ccccc1C(=O)C1CCCN(C(=O)CCc2ccccn2)C1 (centres undefined)	1.2	5	1392	-18	6	0	1	-4	-2	1
Cc1sc(NC(=O)/C=C/c2ccc(C(C)C)cc2)c(C#N)c1C	1.1	0	1444	-9	-5	-3	1	0	0	-7
CCOC(=O)c1c(C)oc2ccc(OS(C)(=O)=O)cc12	0.9	9	1284	9	6	7	1	-4	-4	-5
CCCOc1c(Br)cc(C2C3=C(CCCC3=O)N(C)C3=C2C(=O)CCC3)cc1OC	1	9	1677	0	-3	4	1	4	-2	-10
Cc1cc(C)c2c(n1)sc1c(O)cc(=O)[nH]c12	0.9	0	1469	6	-7	-5	1	-3	-1	-8
O=C(NCCN1CCN(c2ccccc2)CC1)C1CCN(S(=O)(=O)c2cccc3nonc23)CC1	0.9	5	1474	6	11	3	1	-3	-3	-2
Cc1cn(COC/C=C/c2ccccc2)c(=O)[nH]c1=O	1	-2	1446	-1	11	-8	1	-1	-4	-8

Limited to HMGR II inh, PPARg SRC2 recr and TNAP act hiacc, for some of the entries so far:
Structure,HMGR II inh,PPARg SRC2 recr,TNAP act hiacc
Cc1nc2ccccn2c1C(=O)CSc1ccc(Cl)cc1Cl,1,9,1
NS(=O)(=O)c1ccc(CCNC(=O)/C=C/c2ccc([N+](=O)[O-])cc2)cc1,-3,4,1

The order is random; about 1.6% have a hit in one of these screens.
